# All columns: NCI-60 one-dose screen, growth in % after 48 h at 10 µM unless noted; 100 = growth as untreated, 0 = no growth, -100 = all killed.
# SR: SR leukemia cells; AID 1794780; 73,000 tested, 8.7% active
# K-562: K-562 leukemia. AID 1794777. 78,000 tested, 7.4% active
# HS 578T: HS 578T breast cancer; AID 1794788; 78,000 tested, 4.1% active
# MCF7: MCF7 breast cancer; 82,000 tested, 6.3% active; AID 1794796
# T-47D: T-47D breast cancer. 79,000 tested, 5% active
# BT-549: BT-549 breast cancer; 78,000 tested, 4.4% active
# MDA-MB-468: MDA-MB-468 breast cancer. 78,000 tested, 8.5% active. AID 2202374
# MDA-MB-231: MDA-MB-231 breast cancer. 81,000 tested, 5% active. AID 1794789
# * hit, by the source's call; · = no result given; [ ] = dose if it differs, or a comment. Rule for the calls: active = growth percent below 10; inactive = the rest.
SMILES,SR,K-562,HS 578T,MCF7,T-47D,BT-549,MDA-MB-468,MDA-MB-231
CN1C(=O)/C(=C2\SC(=Nc3ccccc3)N(Nc3ccccc3)C2=O)c2ccccc21,116.8,99.5,106.7,86.2,82.2,108.7,94.7,91.4
COc1ccc(/C=C2/SC(N3CCN(c4ccc(C)c(Cl)c4)CC3)=NC2=O)cc1OC,111.0,97.8,118.5,87.1,92.3,88.5,97.7,96.4
c1ccc2[nH]c(-c3nonc3-n3cccc3)nc2c1,110.6,109.2,104.7,82.9,85.6,92.9,·,·
CCCOC(=O)N1CCCCC1C (configuration not stated),98.9,112.3,·,98.4,114.6,92.4,104.4,102.4
COc1ccc(NC(=O)Oc2ccc(C#N)cc2)cc1,95.6,101.0,100.4,97.7,101.3,104.8,88.6,121.8
Cn1c(=O)c2nc3n(c2n(C)c1=O)C(=N)C(C(=O)c1ccc(Cl)cc1)N=N3 (configuration not stated),90.4,88.4,120.5,·,102.3,99.8,107.0,108.8
c1ccc(CCC2CCCCN2)nc1 (configuration not stated),89.5,91.9,103.8,95.3,100.6,99.5,123.7,113.9
COc1ccc(C2N(c3cc(Cl)cc(Cl)c3)N=C(C(C)=O)N2[C@@H]2[C@@H](OC(C)=O)O[C@@H](COC(C)=O)[C@H](OC(C)=O)[C@H]2OC(C)=O)cc1 (some centres not stated),71.3,48.6,74.1,50.5,49.3,70.3,31.9,69.4
CS(=O)(=O)c1ccc(C(=O)N/N=C/c2ccc(O)cc2)cc1,90.4,73.8,102.5,99.9,104.9,112.7,91.7,111.2
CCN(CC)CCCC(C)Nc1ccc2ccc(Cl)cc2n1 (configuration not stated),96.4,95.6,90.8,99.6,93.1,96.2,77.8,90.3
C=CCn1c(SCC(=O)Nc2ccc(/C(C)=N\O)cc2)nnc1-c1cc(-c2ccc(OC)cc2)nc2ccccc12,33.8,19.1,46.0,·,-4.6*,35.6,17.3,33.7
COc1cc(-c2nc(NC(C)=O)sc2-c2ccnc(NCCN3CCN(C)S3(=O)=O)n2)ccc1Cl,86.0,83.2,123.7,92.1,86.2,86.6,95.4,95.0
CCCNc1nc2ccccc2c2c(=O)c3cc(Cl)ccc3sc12,83.9,80.5,59.3,16.6,26.9,94.1,23.1,45.6
N=C([O-])c1ccccc1-c1[nH]c(-c2ccccc2)nc1-[n+]1ccccc1,99.7,91.2,99.8,89.7,81.8,94.5,·,101.9
C[N+]1(CCC[N+]2(C)C[C@@H]3[C@H](C2)[C@@H]2C=C[C@H]3C2)CCOCC1 (some centres not stated),110.0,110.2,111.0,107.1,109.2,103.3,108.2,104.0
COc1cc2c(c(OC3OC(CO)C(O)C(O)C3O)c1)C(=O)CC(c1ccc(O)cc1)O2 (configuration not stated),89.3,95.4,84.3,105.6,99.2,104.4,92.5,97.6
c1ccc(CNCc2ccccc2)cc1,46.1,74.3,94.2,92.0,93.9,87.7,105.0,93.2
Cc1oc2ncnc(Nc3ccccc3)c2c1C(=O)NCCO,52.2,29.4,90.5,98.6,99.4,90.1,109.4,75.0
COc1ccc(-c2nc(/C=C3\SC(=NCc4ccc(OC)c(OC)c4)NC3=O)c3ccccn23)cc1,80.7,101.6,107.1,98.0,106.0,86.9,103.3,81.6
CCOC(=O)C1=C(C(=O)c2ccccc2)C(c2ccc(O)cc2)NC(=S)N1 (configuration not stated),90.1,97.1,·,105.6,111.9,103.7,114.2,102.6
O=S(=O)(Nc1ccsc1-c1nc(-c2ccccc2)no1)c1ccccc1,·,112.5,93.6,87.3,·,95.6,110.2,98.3
COc1ccc(-c2nnc(SC/C(=N/O)c3ccccc3)n2-c2ccccc2)cc1OC,85.1,88.7,105.4,100.0,90.1,92.4,107.2,87.5
N=c1c(S(=O)(=O)c2ccccc2)cc2c(=O)n3ccccc3nc2n1C1CCCC1,82.4,76.6,95.6,93.8,79.8,89.3,88.1,64.0
COC(=O)[C@H]1CCCCN=Cc2c(O)c(O)c(C(C)C)c3cc(C)c(c(O)c23)-c2c(C)cc3c(C(C)C)c(O)c(O)c(c3c2O)C=N1,102.2,114.2,95.9,99.2,104.2,93.7,107.9,103.6
O=C(OCC1CC=CCC1)C1CC=CCC1 (configuration not stated),·,·,64.4,98.2,109.1,106.4,99.3,109.5
CN(C)B(N(C)C)N(C)C,98.7,101.0,105.2,95.0,98.2,110.1,95.8,98.1
O=C1c2ccccc2-c2c1c1c(=O)[nH]c3ccccc3c1n2Cc1ccccc1,55.4,63.3,-15.0*,56.5,62.6,29.5,·,62.0
CCSc1ccc(C)cc1,108.5,112.3,·,105.4,96.3,·,107.7,107.8
COc1cc(/C=C2\NC(=O)N(/C=C3\C(=O)Oc4ccccc4C3=O)C2=O)ccc1O,82.0,105.0,96.0,101.2,87.1,92.0,125.7,94.1
Cc1n[nH]c(C)c1N=Nc1ccc(C(c2ccc(N=Nc3c(C)n[nH]c3C)cc2)(c2ccc(N=Nc3c(C)n[nH]c3C)cc2)c2ccc(N=Nc3c(C)n[nH]c3C)cc2)cc1 (configuration not stated),97.7,97.0,106.6,92.4,97.6,135.2,117.0,98.8
N#Cc1c(-c2ccc(Cl)cc2)nc(N=Nc2c(O)[nH]c3ccccc23)nc1N1CCOCC1,74.3,101.1,98.2,92.0,98.1,94.6,95.7,99.0
O=c1c2cccnc2n(-c2ccc(Cl)cc2)c(=O)n1-c1nc2ccc(F)cc2s1,103.0,100.8,·,97.8,82.6,110.3,111.5,109.2
Nc1c(C2=NCCN2)c(-c2ccccc2)c(-c2ccccc2)n1C1CCCCC1,90.5,64.1,88.5,97.5,67.5,103.6,82.4,88.2
C#Cc1cccc(NC(=O)Nc2cccc(N=C=S)c2)c1,88.9[8.25 µM],107.3[8.25 µM],95.6[8.25 µM],86.1[8.25 µM],100.4[8.25 µM],101.7[8.25 µM],105.7[8.25 µM],94.5[8.25 µM]
N#CCSc1nc(N)nc2nc[nH]c12,125.7,152.0,158.5,97.8,97.3,113.2,88.4,102.3
CCOC(=O)CCNc1nc(N)nc(N(C)Cc2ccccc2)c1C=O,100.8,100.8,118.2,105.7,107.0,111.2,101.5,100.8
O=C(C[Si](CC(=O)c1cccc(C(F)(F)F)c1)CC(=O)c1cccc(C(F)(F)F)c1)c1cccc(C(F)(F)F)c1,5.3*,4.5*,·,86.3,98.7,87.2,91.0,86.3
O=c1[nH]c2c(cc1S(=O)(=O)c1ccccc1)CCc1[nH]ncc1-2,97.1,100.6,106.3,103.2,93.9,108.2,92.5,108.1
COc1cccc2c1C(=O)c1c(O)c3c(c(O)c1C2=O)C[C@@](O)(C(C)=O)C[C@@H]3OC1CC(N)C(O)C(C)O1 (some centres not stated),-25.4*,-49.5*,-69.0*,-9.8*,-16.3*,-70.9*,·,-17.9*
O=C1C=C(S(=O)(=O)O)C(=O)c2ccccc21,106.2,98.9,94.8,86.6,95.7,99.0,109.8,82.7
CC1CC(=O)Oc2cc(O)c(O)cc21 (configuration not stated),107.1,112.0,86.9,99.5,119.1,83.9,91.9,92.1
CC(=O)c1c(O)c2ccccc2oc1=O,99.9,107.3,89.4,93.5,100.0,96.3,96.2,101.1
Cc1nc2ccccc2c(Oc2ccccc2)c1-c1ccccc1,65.6,81.4,95.0,105.6,72.1,84.1,72.4,69.1
c1ccc(N=C2CCCCC2)cc1,93.8,90.6,111.5,87.5,103.4,108.3,94.4,116.3
O=C(Nc1ccc(-c2ccnc(Nc3ccc(N4CCOCC4)cc3)n2)cc1)[C@@H]1CCCN1,4.9*,16.0,·,58.0,56.1,50.9,36.2,48.6
CCCCCCCCC(C(=O)OCC)C(=O)OCC,89.7,102.0,·,96.1,96.6,98.0,94.9,108.0
CC(=O)N1N=C(CCC(=O)c2nc3ccc([N+](=O)[O-])cc3[nH]2)OC1c1ccc(F)cc1 (configuration not stated),·,·,83.8,·,94.1,97.4,111.0,82.9
O=C(c1ccc2ccccc2c1)c1cccc(F)c1C(=O)O (tested in a mixture with another compound),96.0,98.0,103.6,98.7,98.5,146.7,114.9,117.8
CCOC(=O)C1CC2C=CC1C2 (configuration not stated),105.7,101.7,131.1,103.5,94.7,125.1,99.7,114.5
Cc1cccc(-c2nc(Nc3cccc(S(N)(=O)=O)c3)c3ccccc3n2)c1,33.0,10.2,76.5,33.3,36.4,88.6,38.6,-13.6*
O=C(Nc1ccccc1)Nc1ncccc1OCc1ccccc1,·,82.1,97.2,90.0,·,93.6,91.2,88.8
Nc1nc(N)c2cc(C=O)ccc2n1,104.6,104.3,103.9,75.9,78.9,106.9,59.8,94.3
COc1c2ccccc2c(OC)c2[nH]c(=O)ccc12,22.2,·,32.8,42.2,67.8,26.7,60.9,69.4
C#CCC1(c2ccccc2)NS(=O)(=O)c2ccccc21 (configuration not stated),109.9,102.1,101.5,100.5,93.9,109.4,93.0,105.4
CCCCSc1ncnc2[nH]ncc12,99.5,103.6,98.6,96.5,94.4,60.3,·,97.4
CN1CCn2c(c(Sc3ccc(C(=O)NO)cc3)c3ccccc32)C1=O,0.5*,·,49.3,27.1,14.6,2.5*,-39.2*,-15.2*
N#C/C(=C1C=C/C(=N\O)C(Cl)=C\1)c1ccccc1,·,20.9,56.2,14.8,43.3,110.2,41.2,20.6
COc1cc2nc(Cl)nc(Nc3cccc(C4=Nc5c(N)nc(N)nc5NC(c5ccccc5)C4)c3)c2cc1OC (configuration not stated),-1.2*,6.7*,96.4,70.5,67.5,81.6,96.5,90.4
CC1CCCC(C)(C)C1NCCOC(=O)c1ccc(N)cc1 (configuration not stated),77.5,88.3,·,96.1,113.7,106.0,88.7,106.0
COc1ccc2cc([C@H](C)C(=O)N/N=C/c3ccc(F)cc3)ccc2c1,76.8,85.7,·,91.8,61.4,78.9,89.5,·

# Following part.
SMILES,SR,K-562,HS 578T,MCF7,T-47D,BT-549,MDA-MB-468,MDA-MB-231
Cc1ccc(C(=O)c2ccc(CC(=O)NNC(=O)Nc3c(C)cccc3Cl)n2C)cc1,100.7,106.4,97.0,94.0,93.7,87.3,95.6,98.6
O=c1c2c(nc3cc(-c4ccccc4)[nH]n13)CSC2,98.2,·,96.2,92.7,88.7,99.3,115.9,107.3
CCCCCCCCCCCC1=NC(CO)(CO)CO1,95.6,83.7,109.7,109.3,87.0,92.0,103.9,100.0
CCCNC(=O)CC1CCN(C(=O)C2CC3CCC(OC)CC3N2)CC1 (configuration not stated),102.8,114.3,100.7,·,98.3,94.3,108.0,105.4
COc1ccc(-n2c(-c3cc4ccccc4nc3Cl)noc2=O)cc1,91.9,94.4,104.4,87.0,76.5,96.2,79.6,83.1
CCCCSc1ncc(C)c(N(C)C)n1,93.2,89.5,96.2,91.6,87.1,106.1,94.6,102.9
Cc1c(C(=O)NC(Cc2ccccc2)C(O)C(=O)NCc2ccccc2)[nH]c2ccccc2c1=O (configuration not stated),·,104.4,101.8,94.2,99.6,112.2,100.2,106.3
Cn1c(SCC(=O)NNc2ncnc3ccccc23)nc(-c2ccccc2)c(C#N)c1=O,99.3,101.2,102.4,86.0,97.8,111.5,91.3,97.8
CC(=O)c1ccc(-n2ccc(C(F)(F)F)n2)c(F)c1,100.2,106.0,106.2,97.0,119.0,89.2,96.3,114.6
N#Cc1c2ncccc2c2nnc3cc(Cl)c(Cl)cc3n12,70.2,91.0,·,38.9,60.4,·,21.7,67.0
COc1cc(/C=C/C(=O)c2c(-c3ccc(Cl)cc3)nc3sc(C)nn23)cc(OC)c1OC,26.1,31.1,108.8,38.1,19.3,79.3,65.7,72.2
CC12CCC3C(CC=C4CC(O)CCC43C)C1CC(O)C2 (configuration not stated),73.3,77.4,95.3,123.4,104.3,92.9,94.9,113.3
Cc1nn(-c2ccccc2)c(N2CCOCC2)c1/C=C/C(=O)c1ccc(Cl)cc1,51.2,68.8,76.6,55.3,55.2,78.0,76.5,78.1
Cc1ccc(S(=O)(=O)NCCCCc2ccccc2)cc1,103.0,97.3,98.5,102.9,90.0,·,90.1,108.7
CCCCCCOP(=O)(OCCCCCC)C(CCCCCC)C(=O)OCCCC (configuration not stated),82.1,80.6,94.4,95.7,79.7,85.3,89.7,99.6
CCOC(OCC)N(C)C,89.8,102.2,119.9,98.7,103.0,105.3,101.7,120.5

# High-throughput results from PubChem BioAssay.

# No enrichment for hits. About 14% of those tested had a hit in this group.
